# T cell modulator – modulates CD8 T cell binding to vesicles; 2C CD8+ T cell-vesicle binding, flow cytometry; hits give low values; calls only at 7 µM; hit rate 0.068% among 330,000; AID 2052;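 active = response, share of CD8 T cells binding vesicles, and their 90th percentile fluorescence all below set limits, cut at about 80% in these data, passing the limit was not always enough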
#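 Material: murine 2C transgenic CD8+ T lymphocytes / Also added: QL9-peptide-loaded Drosophila micro-vesicles bearing Ld, ICAM-1 and B7-1 / Schedule: binding step 1.5 h, 37 °C, antibody labelling 20 min, ice / Signal: flow cytometry, PE anti-B7-1 (FL2) versus Alexa647 anti-CD8 (FL8), PFA-fixed / Evaluation: percent CD8+ FL2 mean versus row control / Benchmarks: naked versus QL9-loaded vesicles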
# NTR1 ag – NTR1-driven beta-arrestin-GFP spot formation – imaging, U2OS cells, high content, primary screen (AID 493036); P30989; agonist mode; activation, % at 20 µM; hit rate 0.17% among 330,000;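 active = activation at or above 40% of the spot to cytoplasm intensity ratio, with at least 20 cells analyzed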;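 note: 0% = DMSO without peptide and 100% = 100 nM NTR1 peptide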
# Target sequence (P30989 whole entry, looked up): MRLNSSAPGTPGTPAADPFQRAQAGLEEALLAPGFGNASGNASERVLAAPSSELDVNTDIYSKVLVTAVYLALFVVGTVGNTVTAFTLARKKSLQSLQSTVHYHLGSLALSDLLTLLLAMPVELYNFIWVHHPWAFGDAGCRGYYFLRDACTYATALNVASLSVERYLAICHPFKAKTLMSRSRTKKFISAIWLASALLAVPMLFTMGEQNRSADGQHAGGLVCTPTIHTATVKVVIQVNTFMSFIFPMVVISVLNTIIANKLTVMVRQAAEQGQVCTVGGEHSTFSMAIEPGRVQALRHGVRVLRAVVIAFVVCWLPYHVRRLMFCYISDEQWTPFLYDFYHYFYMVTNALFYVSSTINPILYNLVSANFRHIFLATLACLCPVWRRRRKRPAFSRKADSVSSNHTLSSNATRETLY
# GPR55 LPI antagonism – GPR55 antagonists blocking LPI-driven arrestin recruitment, primary screen, imaging, U2OS, beta-arrestin-GFP, LPI agonist (AID 2013) | U2OS GPR55 beta-arrestin-GFP translocation imaging, LPI antagonism; higher % means a stronger effect | inhibition, % at 10 µM; hits with a dose series show IC50 in µM | hit rate 0.13% among 290,000;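 active = spots per cell inhibited over 60%, with over 100 cells counted and total cytoplasm intensity under 500,000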;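 note: U2OS cells stably carrying GPR55 and arrestin-GFP stimulated by 5 µM LPI near EC80; imaged beta-arrestin-GFP aggregate spots per cell after agonist stimulation; plate controls were LPI-stimulated DMSO wells for no effect and DMSO wells without LPI for full effect; some results filed as inactive read as strong as hits; confirmed hits need IC50 under 10 µM and bright autofluorescent wells are also inconclusive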
# GPR55 beta-arrestin – selective activators of receptor GPR55 – imaging, U2OS cells, beta-arrestin-GFP redistribution, primary screen (AID 1961) | hit rate 0.048% among 290,000 | one-dose activation, % at 10 µM; EC50 in µM for titrated hits | U2OS GPR55 beta-arrestin-GFP redistribution imaging; higher % means a stronger effect;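 active = activation above 40% with more than 50 cells counted in the well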;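 note: U2OS osteosarcoma cells stably expressing GPR55 and beta-arrestin-GFP; plate controls were DMSO negative control for no effect and LPI positive control for full effect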
# GPR35 antagonists – inhibition of zaprinast-stimulated GPR35 beta-arrestin translocation – imaging, U2OS, beta-arrestin-GFP, zaprinast agonist, primary screen (AID 2058); inhibition, % at 10 µM; hits with a dose series show IC50 in µM; hit rate 0.052% among 290,000; U2OS GPR35 beta-arrestin-GFP translocation imaging, zaprinast antagonism; higher % means a stronger effect;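 active = inhibition of at least 50% with at least 30 cells and total cytoplasm GFP at most 10,000,000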
# KOR beta-arrestin-1 – KOR antagonists, beta-arrestin recruitment, cell-based, luminescence, uHTS (AID 1778); KOR beta-arrestin recruitment, luminescence, antagonist mode; higher % means a stronger effect; inhibition, % at 10 µM, or IC50 in µM where a hit was titrated; hit rate 0.091% among 290,000; in the data active = inhibition above about 50%; note: strong numbers were not always called active
# KOR beta-arrestin-2 – KOR agonists, beta-arrestin recruitment, primary screen, cell-based, luminescence, uHTS (AID 1777). activation, % at 10 µM, or EC50 in µM where a hit was titrated. KOR beta-arrestin recruitment, luminescence; higher % means a stronger effect. hit rate 0.02% among 280,000; in the data active = activation above about 50%, passing the limit was not always enough; note: a part of the inactive calls stands beside numbers as strong as those of hits
# West Nile virus CPE – West Nile virus antiviral activity, cell-based, CPE readout (AID 1621); West Nile virus-infected cells, CPE inhibition; higher % means a stronger effect; one-dose CPE inhibition, % at 10 µM; IC50 in µM for titrated hits; hit rate 0.02% among 290,000; in the data active = a potency from the dose series; note: strong numbers were not always called active
# PhoP inhibition – PhoP-dependent GFP reporter repression – Salmonella Typhimurium, primary screen (AID 1863) | S. Typhimurium PhoP-regulated promoter GFP reporter, 4 h; higher % means a stronger effect | inhibition, % at 50 µM, or IC50 in µM where a hit was titrated | hit rate 0.16% among 300,000;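 active = inhibition over 29.93%, a cutoff 3 SD above the screen mean, later confirmed by dose response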;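 note: 0% = low Mg2+ inducing control and 100% = high Mg2+ repressing control; strong numbers were not always called active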
# T cell modulator vesicle-bound % – also measured in T cell modulator; calls as there; double positive events, %; measured here: CD8+ vesicle-bound cell fraction;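 binding gate set so that unloaded-vesicle control wells show 10% double positive cells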
# NTR1 ag cell count 20 µM – also measured in NTR1 ag; calls as there; cell count; measured here: cell count, cytotoxicity flag
# * marks the source's active call; other numbers are inactive results; i = inactive; nt = not tested or not shown; [ ] = remark or other dose.
SMILES,T cell modulator,T cell modulator vesicle-bound %,NTR1 ag,NTR1 ag cell count 20 µM,GPR55 LPI antagonism,GPR55 beta-arrestin,GPR35 antagonists,KOR beta-arrestin-1,KOR beta-arrestin-2,West Nile virus CPE,PhoP inhibition
O=Cc1ccc2noc(-c3ccc(Cl)cc3)c2c1,i,35.1,5.3,51,-16.0%,-0.1%,-10.2%,-0.5%,1.6%,-0.5%,-9.3%
COc1ccc(NC(=S)N(Cc2cccnc2)Cc2ccco2)cc1,i,59.3,-0.5,60,2.3%,-0.2%,-14.4%,18.1%,1.5%,-0.3%,-2.1%
COc1cccc(CC2(CO)CCCN(C/C=C/c3ccccc3OC)C2)c1 (stereo unspecified),i,55.9,-2.5,61,4.9%,-0.3%,3.7%,-12.3%,3.4%,-0.3%,-2.3%
CCCCc1nnc(SC(C)C(=O)Nc2nccs2)n1C (stereo unspecified),i,20.0,-0.5,50,22.5%,-0.1%,-7.8%,2.7%,-0.6%,0.2%,-6.1%
COc1cc(Cl)c(S(=O)(=O)NCc2cccnc2)cc1Cl,i,26.9,-0.8,52,0.6%,-0.1%,-10.1%,-13.2%,-3.3%,-0.2%,17.7%
CCOC(=O)N1CCN(C(=O)c2ccc(N(C)S(C)(=O)=O)cc2)CC1,i,14.9,-0.2,58,14.7%,-0.2%,5.2%,4.6%,1.0%,0.1%,-4.0%
CCCn1ncc(OC)c(Cl)c1=O,i,59.8,1.1,72,-10.1%,-0.3%,11.7%,-13.3%,4.9%,-0.1%,-7.1%
O=C(COC(=O)c1cccc(S(=O)(=O)N2CCc3ccccc32)c1)Nc1ncc(Cl)cc1Cl,i,5.2,1.2,53,5.5%,0.6%,0.5%,-47.3%,16.4%,0.8%,0.7%
COc1ccc(C2NN=C(c3c[nH]c4ccccc34)C2O)cc1 (stereo unspecified),i,56.6,-0.4,48,-5.2%,-0.1%,-2.5%,13.4%,-0.4%,-0.5%,16.0%
S=C1NC2=C(CCC/C2=C\c2ccc(Cl)cc2)C(c2ccc(Cl)cc2)N1 (stereo unspecified),i,42.5,3.2,54,8.5%,7.7%,-10.6%,-27.0%,5.1%,-1.3%,-17.3%
Cc1nc(CN(C)C(=O)CC2C(=O)NCCN2Cc2ccc(F)cc2)cs1 (stereo unspecified),i,39.9,-0.6,87,8.5%,0.0%,16.4%,20.9%,-1.6%,0.1%,9.0%
Cc1ccc(-c2csc(NC(=O)Cc3ccc(F)cc3)n2)o1,i,55.5,3.4,44,-3.3%,0.0%,-10.6%,-8.7%,0.9%,0.1%,0.6%
COc1cc(C2CC(=O)C=C(O)C2)cc(OC)c1OC (stereo unspecified),i,17.4,-1.7,80,15.0%,-0.1%,-0.2%,-30.4%,-1.6%,0.1%,-4.8%
Cc1cccc2sc(NC(=O)c3cccc(S(=O)(=O)N4CCc5ccccc54)c3)nc12,i,8.7,2.6,51,16.1%,0.2%,-2.6%,-40.6%,1.9%,-1.2%,-0.1%
COc1ccccc1N1CCN(CC(=O)Nc2nc(C)c(C(=O)N(C)C)s2)CC1,i,53.6,-1.1,77,-1.1%,-0.4%,-10.9%,-1.6%[20 µM],2.4%,0.0%,-7.0%
Cc1ccc(CNC(=O)C(NS(=O)(=O)c2cccc3nsnc23)C(C)C)cc1 (stereo unspecified),i,17.9,0.2,66,-0.7%,-0.1%,9.3%,3.8%,-2.4%,-0.6%,3.6%
COc1ccccc1CNC(=O)Cn1cc(Br)ccc1=O,i,26.5,-0.2,58,-0.6%,0.3%,-3.0%,-27.7%,-1.8%,0.2%,-3.8%
CC(O)[C@H]1CNC(=O)C(=O)N1CC(C)(C)C (stereo partly specified),i,28.4,-2.2,87,-6.0%,-0.1%,2.8%,9.5%,-0.2%,0.2%,3.5%
O=C1CN(C(=O)CSc2nc(-c3ccccc3)cs2)c2ccccc2N1,i,41.8,0.4,91,17.3%,0.0%,1.9%,11.3%,-0.8%,-1.2%,2.1%
COc1cccc(Oc2cnc(N)nc2-c2ccc(OC)cc2O)c1,i,24.7,0.1,79,-8.8%,-0.1%,-10.9%,-10.1%,0.3%,1.9%,-6.7%
CCOC(=O)C1=C(N)N2C(=O)C(C)SC2=C(C(=O)OCC)C1c1cc(OC)c(OC)c(OC)c1 (stereo unspecified),i,34.4,0.8,59,-4.1%,-0.1%,-5.0%,9.3%,3.8%,1.0%,-4.8%
COc1ccc(NC(=S)N2CCCCCC2)cc1OC,i,12.3,0.2,47,13.1%,-0.3%,-12.5%,-4.6%,-6.9%,0.0%,0.6%
CCN(CC)S(=O)(=O)c1cccc(NC(=O)CN(C)Cc2cccc(OC)c2)c1,i,28.6,0.2,68,-2.2%,0.2%,13.0%,18.3%,4.8%,0.0%,-7.6%
CC1CCCN(CCSc2ccc(Cl)cc2)C1 (stereo unspecified),i,25.6,-0.7,83,13.4%,-0.3%,5.3%,15.3%,4.5%,-0.5%,12.7%
COc1ccc(C2C(C#N)=C(N)OC3=C2C(=O)CC(C)(C)C3)c([N+](=O)[O-])c1OC (stereo unspecified),i,36.5,-1.3,99,18.9%,0.1%,-2.0%,-20.5%,0.4%,-0.6%,2.5%
CNC(=S)N(Cc1ccco1)Cc1cc2cc3c(cc2[nH]c1=O)OCCO3,i,43.3,3.5,37,-2.9%,-0.2%,2.8%,6.7%,-0.8%,-0.9%,-11.6%
CCOc1ccc(S(=O)(=O)N2CCCC(C(=O)NCC3CCCO3)C2)cc1 (stereo unspecified),i,14.4,-1.0,39,19.1%,-0.1%,3.5%,33.8%,9.8%,-0.8%,-5.2%
Cc1noc(C)c1S(=O)(=O)N1CCC2(CC1)OCCO2,i,58.4,0.6,69,15.8%,-2.1%,17.3%,-0.6%,5.8%,0.2%,-2.0%
Cc1cc(CNC(=O)c2cccnc2Cl)c2ccccc2n1,i,54.0,2.1,66,12.2%,-0.3%,-10.0%,-22.5%,-1.4%,-0.5%,1.0%
O=C(O)[C@H](Cc1ccccc1)NC(=O)N1CCOCC1,i,15.2,-1.3,46,3.7%,0.2%,-8.2%,2.1%,9.4%,0.0%,-21.2%
Cn1c(=O)n(-c2cccc(Cl)c2)c(=O)c2c3c(sc21)COC(C)(C)C3,i,38.5,5.2,70,-2.6%,0.0%,8.3%,-25.1%,11.8%,0.9%,-10.0%
COc1ccc(C(=O)OCC(=O)NCC2CCCO2)cc1S(=O)(=O)N1CCCc2ccccc21 (stereo unspecified),i,60.4,0.1,81,10.0%,0.2%,-20.2%,4.0%,-4.4%,-0.2%,2.4%
Cc1ccc(Nc2cc(C)nn2-c2nc(C)cc(C)n2)cc1,i,58.6,6.4,57,3.9%,0.0%,-7.5%,2.0%,-2.7%,0.4%,14.5%
COc1ccc(NC(=O)c2cccc(S(=O)(=O)Nc3ccc(Br)cc3)c2)cn1,i,21.9,6.2,73,14.2%,-0.2%,-11.2%,-18.2%,-4.3%,3.0%,12.3%
Cc1ccccc1C(=O)c1cccn1CC(=O)NCC(C)c1ccccc1 (stereo unspecified),i,38.6,1.6,52,-14.0%,0.6%,3.7%,-10.8%,5.5%,-1.3%,8.7%
Cc1cc(/C=N/N2CCN(C)CC2)c(C)n1-c1ccc(Cl)cc1,i,19.0,-1.0,71,8.5%,0.2%,6.2%,11.1%,1.9%,0.1%,0.8%
Cc1cc(N2CCN(C/C=C/c3ccccc3)CC2)n2ncnc2n1,i,48.2,1.0,52,7.0%,-0.4%,28.9%,-39.5%,4.6%,-0.8%,-2.2%
Cc1cc(N2C(=O)c3ccc(C(=O)Nc4ccccc4O)cc3C2=O)no1,i,27.0,0.7,71,-5.8%,-0.1%,4.4%,15.6%,1.1%,-0.1%,1.5%
CS(=O)(=O)CCC(C(=O)n1nnc2ccccc21)N1C(=O)c2ccccc2C1=O (stereo unspecified),i,43.6,1.2,65,5.2%,-0.1%,-4.5%,27.3%,1.2%,0.2%,5.3%
CC(C)(C)C(=O)/C(C#N)=c1\s/c(=C\c2ccncc2)c(=O)n1CCCN1CCOCC1,nt,nt,nt,nt,9.9%,0.2%,14.3%,2.4%,2.1%,nt,nt

# Structures listed so far with four or more nitrogen atoms:
SMILES,T cell modulator,T cell modulator vesicle-bound %,NTR1 ag,NTR1 ag cell count 20 µM,GPR55 LPI antagonism,GPR55 beta-arrestin,GPR35 antagonists,KOR beta-arrestin-1,KOR beta-arrestin-2,West Nile virus CPE,PhoP inhibition
CCCCc1nnc(SC(C)C(=O)Nc2nccs2)n1C (stereo unspecified),i,20.0,-0.5,50,22.5%,-0.1%,-7.8%,2.7%,-0.6%,0.2%,-6.1%
Cc1nc(CN(C)C(=O)CC2C(=O)NCCN2Cc2ccc(F)cc2)cs1 (stereo unspecified),i,39.9,-0.6,87,8.5%,0.0%,16.4%,20.9%,-1.6%,0.1%,9.0%
COc1ccccc1N1CCN(CC(=O)Nc2nc(C)c(C(=O)N(C)C)s2)CC1,i,53.6,-1.1,77,-1.1%,-0.4%,-10.9%,-1.6%[20 µM],2.4%,0.0%,-7.0%
Cc1ccc(CNC(=O)C(NS(=O)(=O)c2cccc3nsnc23)C(C)C)cc1 (stereo unspecified),i,17.9,0.2,66,-0.7%,-0.1%,9.3%,3.8%,-2.4%,-0.6%,3.6%
Cc1ccc(Nc2cc(C)nn2-c2nc(C)cc(C)n2)cc1,i,58.6,6.4,57,3.9%,0.0%,-7.5%,2.0%,-2.7%,0.4%,14.5%
Cc1cc(/C=N/N2CCN(C)CC2)c(C)n1-c1ccc(Cl)cc1,i,19.0,-1.0,71,8.5%,0.2%,6.2%,11.1%,1.9%,0.1%,0.8%
Cc1cc(N2CCN(C/C=C/c3ccccc3)CC2)n2ncnc2n1,i,48.2,1.0,52,7.0%,-0.4%,28.9%,-39.5%,4.6%,-0.8%,-2.2%
CS(=O)(=O)CCC(C(=O)n1nnc2ccccc21)N1C(=O)c2ccccc2C1=O (stereo unspecified),i,43.6,1.2,65,5.2%,-0.1%,-4.5%,27.3%,1.2%,0.2%,5.3%
CC(C)(C)C(=O)/C(C#N)=c1\s/c(=C\c2ccncc2)c(=O)n1CCCN1CCOCC1,nt,nt,nt,nt,9.9%,0.2%,14.3%,2.4%,2.1%,nt,nt
